ERK EGF inh: blocks ERK signaling stimulated by EGF | actives 0.41% (n = 130,000) | AID 1454 | Potency, µM (titrated, usually from 11.5 µM), for inactives: at the highest dose activity change, negative = inhibition, hits mostly inhibitors | HEK293-V1b, EGF-stimulated phospho-ERK AlphaScreen; active means well fitted inhibition curve with a large enough effect; inconclusive means small, poorly fitted or top-dose-only effect, or effect the other way;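 further: plate controls were stimulated vehicle wells for no effect and unstimulated vehicle basal for full effect; nearly all actives have a fitted effect of over 55% in size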
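In this qHTS, HEK293 cells with stable type-1 vasopressin (V1b) receptor were exposed to compound at 37C for 30 min, stimulated 5 min with EGF at 25 nM, lysed, and probed for phospho-ERK by AlphaScreen.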
Numbers without * were called inactive; ? = inconclusive; & = joins results of further samples; [ ] = dose if it differs, or a comment. Potency means the concentration at half of the fitted maximal effect. The list is partial. The share of hits here may be higher or lower than overall.

canonical_smiles	ERK EGF inh
CC1=C(C(=O)Nc2ccccc2)S(=O)(=O)CCO1	5%[57.5 µM]
Oc1ccc2ccccc2c1CN1CC=C(c2ccccc2)CC1	9%
CC(C)(O)[C@@H]1[C@H]2OC(=O)[C@@H]1[C@]1(O)C[C@H]3O[C@]34C(=O)O[C@H]2[C@@]14C (tested in a mixture with another compound)	2%
Cc1ccccc1NC(=S)NC(NC(=O)CF)C(Cl)(Cl)Cl (stereo unspecified)	0%
c1ccc(C2CN3CCC2CC3)cc1 (stereo unspecified)	10%[57.5 µM]
COc1ccc(NC(c2ccccc2F)P(=O)(Oc2ccccc2)Oc2ccccc2)cc1 (stereo unspecified)	3%
CCN(CC)c1ccc(/C=C2\C(=O)NC(=S)N(C)C2=O)o1	-5%[57.5 µM]
CCC(C)n1c(O)c(/C=N/N2CCOCC2)c(=O)[nH]c1=S (stereo unspecified)	6%
CNC(=O)O/N=C(\N)Cc1csc2ccccc12	2%[57.5 µM]
Cc1ccc(Sc2ccc(C=C3C(=O)N(C)C(=O)N(C)C3=O)o2)cc1	-5%
Fc1cccc(F)c1-c1nc(-c2ccc(Cl)cc2)no1	4%[57.5 µM]
CN1CCN(c2ccc(C(N)=O)cc2[N+](=O)[O-])CC1	7%

Overlap with the part before: five entries; new compounds follow.
canonical_smiles	ERK EGF inh
CCC(C)n1c(O)c(/C=N/N2CCOCC2)c(=O)[nH]c1=S (stereo unspecified)	6%
CNC(=O)O/N=C(\N)Cc1csc2ccccc12	2%[57.5 µM]
Cc1ccc(Sc2ccc(C=C3C(=O)N(C)C(=O)N(C)C3=O)o2)cc1	-5%
Fc1cccc(F)c1-c1nc(-c2ccc(Cl)cc2)no1	4%[57.5 µM]
CN1CCN(c2ccc(C(N)=O)cc2[N+](=O)[O-])CC1	7%
O=C(Nc1ccc(Cl)c(C(F)(F)F)c1)NC1CC2CCCC(C1)N2Cc1ccccc1 (stereo unspecified)	?
NC(=NCCCC(N)C(=O)O)N[N+](=O)[O-] (stereo unspecified)	2%
NCCCP(=O)(O)CC1CCCCC1	3%
CN1C[C@@H](CO)C=C2c3cccc4[nH]cc(c34)CC21 (stereo partly specified)	0%
O=C1CN=C(c2ccccc2)c2cc(Br)ccc2N1Cc1cc(=O)n2ccccc2n1	5%
Cc1ccc(CNCCc2ccccc2F)cc1	3%
Cc1ccc2c(c1)=NC(=O)/C(=C/c1c(O)[nH]c(=O)[nH]c1=O)C=2	-8%[57.5 µM]
Cc1ccsc1C(=O)C1CCCN(Cc2ccc(O)cc2)C1 (stereo unspecified)	7%
Cc1ccsc1C(=O)C1CCCN(Cc2cc(C(C)C)n[nH]2)C1 (stereo unspecified)	0%
O=C1CN=C(c2ccc(Br)cc2)c2c(sc3c2CCCC3)N1CCN1CCCCC1	4%
CNC(Cc1c[nH]c2ccccc12)C(=O)O (stereo unspecified)	12%
CSc1nc2ccc(C)cc2c(=O)n1-c1cccnc1	4%[57.5 µM]
CN1C2CCC1C(COC(=O)c1ccccc1)C(O)C2 (stereo unspecified)	13%[57.5 µM]
COc1cc(N2CCOCC2)ccc1/C=C1\C(=O)NC(=O)N(Cc2ccc3c(c2)OCO3)C1=O	1%
c1csc(CN2CC[C@@]3(CCCNC3)C2)n1	1%
O=C1NC(=O)C(=Cc2ccc(OCC(=O)N3CCOCC3)cc2)C(=O)N1	6%
CCCC/C(C)=C/[C@@H](NP(=O)(c1ccccc1)c1ccccc1)c1ccccc1	?
CN1CCc2cc3c(cc2[C@@H]1[C@@H]1OC(=O)c2c1ccc1c2OCO1)OCO3	9%[25.7 µM]
Cn1c(O)c(/C=N/N2CCOCC2)c(=O)[nH]c1=S	11%[57.5 µM]
COC(=O)N1C(c2ccccc2)C1c1ccccc1 (stereo unspecified)	2%
COc1ccc(OC)c2c1CCC1NCCOC21 (stereo unspecified)	4%
C/C(=N\N1CCCCCC1)c1c(O)n(-c2ccccc2)c(=O)[nH]c1=O	4%
CCOP(=O)(CC(C(C)=O)C(O)c1ccccc1)OCC (stereo unspecified)	?
O=C(Nc1cccc(Cl)c1)c1c(O)c2c(n(Cc3ccccc3)c1=O)CCCC2	8%
Cc1ccc(-n2c(C)cc(/C=C3/C(=O)NC(=O)N(C)C3=O)c2C)cc1	-6%[57.5 µM]
O=C(COc1ccccc1)c1cn(Cc2ccccc2)c2ccccc12	?
COc1cc(C)c(-c2nc(CN3C[C@@H]4C[C@@H](C3)c3cccc(=O)n3C4)c(C)o2)cc1C	0%[57.5 µM]
CCCCC(C)C(OC(=O)CC(CC(=O)O)C(=O)O)C(CC(C)CC(O)CCCCC(O)CC(O)C(C)N)OC(=O)CC(CC(=O)O)C(=O)O (stereo unspecified)	-22%
O=C(O)Cc1cnc[nH]1	5%
CCN1CCN(S(=O)(=O)c2cnc(Cl)c(Br)c2)CC1	1%
O=P(N[C@@H](c1ccccc1)[C@@H]1C[C@H]1CO)(c1ccccc1)c1ccccc1	-2%&-5%
CCOc1cc(C2C(C#N)=C(N)Oc3c2c(=O)oc2ccccc32)ccc1OC(=O)c1cccs1 (stereo unspecified)	7%
O=C(N/N=C/c1c(O)n(CCc2ccccc2)c(=O)[nH]c1=O)c1ccccc1O	-2%[57.5 µM]
NNC(=O)CN1C(=O)CN=C(c2ccccc2)c2cc(Br)ccc21	-5%[57.5 µM]
Cc1cccn2c(=O)c3c(nc12)N1CCCCCC1C1(C3)C(=O)N(C)C(=O)N(C)C1=O (stereo unspecified)	2%[57.5 µM]
O=c1[nH]c(=O)n(-c2ccc(Cl)cc2)c(O)c1C=Nc1ccc(S(=O)(=O)Nc2nccs2)cc1	4%
CC1CC[C@@]2(NC1)OC1CC3C4CC[C@@H]5CC(O)CC[C@@]5(C)C4CC[C@]3(C)C1C2C (stereo partly specified)	1%
COC(=O)C1=CO[C@@H](C)[C@@H]2CN3CC[C@]4(C(=O)Nc5c4ccc(OC)c5OC)[C@H]3C[C@H]12	-5%
CCc1ccc(C(=O)NN(C(=O)c2cc(C)cc(C)c2)C(C)(C)C)cc1	4%
Cc1ncsc1CCCl	3%
CCOC(=O)c1ccc(NC(=O)CSc2ccc(-c3cccnc3)nn2)cc1	?
COc1cccc(NP(=O)(Oc2ccc(Cl)cc2)Oc2ccc(Cl)cc2)c1	-7%
c1ccc(N2CC[C@@]3(CCCNC3)C2)cc1	8%
Cc1ncc(CNC(=O)N(CCCl)N=O)c(N)n1	-2%&-2%
O=C(NC(=O)c1c(F)cccc1F)Nc1ccc(Cl)cc1	27%
O=C(O)c1ccccc1-c1c2cc(Br)c(=O)cc-2oc2[c]([Hg])c(O)c(Br)cc12	?
Cc1nn(Cc2ccccc2Cl)c(C)c1C(=O)OCC(=O)NC1CCS(=O)(=O)C1 (stereo unspecified)	-6%
O=c1c2ccccc2nc(C[n+]2ccccc2)n1-c1cccc(C(F)(F)F)c1	0%

Some of the entries so far, with each value named:
SMILES: CCc1ccc(C(=O)NN(C(=O)c2cc(C)cc(C)c2)C(C)(C)C)cc1
  ERK EGF inh: 4%

SMILES: Cc1ncsc1CCCl
  ERK EGF inh: 3%

SMILES: CCOC(=O)c1ccc(NC(=O)CSc2ccc(-c3cccnc3)nn2)cc1
  ERK EGF inh: ?

Remaining list, next part
canonical_smiles	ERK EGF inh
COc1ccc(-n2c(O)c(/C(C)=N/N3CCCCCC3)c(=O)[nH]c2=O)cc1	5%[57.5 µM]
COc1c2c(cc3c1OCO3)CC[N+](C)=C2	15%
CC(Cc1ccc(O)cc1)NCC(O)c1cc(O)cc(O)c1 (stereo unspecified)	13%
O=C1/C(=C\c2ccccc2)C2OCC=C3CN4CCC56c7ccccc7N1C5C2C3CC46 (stereo unspecified)	-12%[57.5 µM]
O=[N+]([O-])c1ccc(N2CCCC2)c2ncccc12	0%
c1cncc(CNc2cc(-c3ccc4c(c3)OCO4)ncn2)c1	?
Cc1ccsc1C(=O)C1CCCN(Cc2cnn(C)c2)C1 (stereo unspecified)	-1%[57.5 µM]
CC(C)(C)NC(=O)C1CC2CCCCC2CN1 (stereo unspecified)	-3%
C=C(C)c1cc2cc(C(C)=O)c(O)cc2o1	-8%&16%
CC/C(=N\Nc1ccccc1)c1c(O)n(-c2ccc(OC)cc2)c(=O)[nH]c1=O	12%[57.5 µM]
CC(C)N1C(=O)NC(=O)C2(Cc3cc([N+](=O)[O-])ccc3N(C)C2c2ccccc2)C1=O (stereo unspecified)	3%
O=C(O)c1nn(Cc2ccc(Cl)c(Cl)c2)c2ccccc12	29%
N#C/C(=C\c1ccc(O)cc1)C(=O)O	31%
O=C1NC(=O)C(=Cc2cc3c(cc2[N+](=O)[O-])OCO3)C(=O)N1	-2%
COc1ccc(C(=O)Oc2cccc3cccnc23)cc1S(=O)(=O)N1CCOCC1	11%
CC[C@]1(C2=NCCN2)Cc2ccccc2O1	17%
O=C(/C=C/c1ccc2c(c1)OCO2)c1c(O)n(CCC2=CCCCC2)c(=O)[nH]c1=O	5%
CCCN1CCC[C@@H]2Cc3nc(N)ncc3C[C@H]21	2%
Cc1nc2ccccc2c(=O)n1-c1ccc(Br)cc1[N+](=O)[O-]	-3%
O=C1NC(=O)N(c2ccccc2)C(=O)/C1=C/c1ccc2c(c1)Cc1ccccc1-2	4%
c1ccc(-c2[nH]c[n+](CC3CO3)c2-c2ccccc2)cc1 (stereo unspecified)	-5%
CN1Cc2c(c(C#N)c(N)n(C)c2=S)CC1(C)C	-5%
CCNc1nc(Cl)nc(NC(C)C)n1	21%&0%
Cc1nn(C(C)(C)C)c(C)c1/C=N/OC(=O)Nc1ccc(Cl)c(Cl)c1	32µM*
CC[C@]1(O)CC(O[C@@H]2CC(N(C)C)C(O)C(C)O2)c2c(cc3c(c2O)C(=O)c2c(O)cccc2C3=O)C1C(=O)OC (stereo partly specified)	18%
Nc1c(C(=O)NCC2CCCO2)c2nc3ccccc3nc2n1Cc1ccco1 (stereo unspecified)	-8%[57.5 µM]
Cc1ccnc(NS(=O)(=O)c2ccc(N=Cc3c(O)n(C)c(=O)n(C)c3=O)cc2)n1	-1%
O=C(O)CCn1cc(C=C2C(=O)NC(=O)NC2=O)c(-c2ccc(Br)cc2)n1	11%
Cc1cc(OC(=O)c2cccs2)c2c3c(c(=O)oc2c1)CCCC3	-3%
O=C(O)CCCOc1ccc(Cl)cc1Cl	23%
COc1ccc(OC)c(N2C(=O)NC(=O)C(CCc3ccncc3)(CCc3ccncc3)C2=O)c1	-4%
CN(C)CCNC(=O)c1cccn(Cc2cc(C(F)(F)F)cc(C(F)(F)F)c2)c1=O	4%
COc1cc2c(cc1OC)C(C(=O)NC(C)C)C1CCCCN1C2=O (stereo unspecified)	-8%[57.5 µM]
N/C(=N/[N+](=O)[O-])N1CCN(C(=O)c2ccc(Cl)cc2)CC1	-5%
O=c1oc2ccccc2c(O)c1[C@H]1c2ccc(O)cc2Oc2c1c(=O)oc1ccccc21	0%[57.5 µM]
CC1CC(OC(=O)c2ccccc2)(c2ccccc2)C(C)CN1C (stereo unspecified)	0%[57.5 µM]
CCC[C@@H]1CC2=CC(=O)CC[C@]2(C)[C@@H]2CC[C@@]3(C)[C@H](CC[C@]3(O)CCC(=O)O)[C@H]12	-8%
CC1=C(C(=O)O)N2C(=O)[C@@H](NC(=O)CCCC(=O)O)[C@H]2SC1	-10%[57.5 µM]
CC1(C)C(=O)C=C[C@@]2(C)C1CC(O)[C@]1(C)C2CC[C@@]2(C)C(c3ccoc3)OC(=O)C3O[C@]312 (stereo partly specified)	8%
NC1=NC(=O)C(c2ccccc2)O1 (stereo unspecified)	-2%[57.5 µM]
COc1ccc(OC)c(/C=N/OC(=O)Nc2ccc(Cl)cc2)c1	12%
CCCN(CCC)C(=O)Cc1c(-c2ccc(Cl)cc2)nc2c(Cl)cc(Cl)cn12	9%
CC(C)C(=O)c1cn(Cc2ccc(C#N)cc2)c2ccccc12	8%
Clc1ccc(CS[C@@H](Cn2ccnc2)c2ccc(Cl)cc2Cl)cc1	2%[25.7 µM]
C=CCN1C(=O)NC(=O)C(CCc2ccncc2)(CCc2ccncc2)C1=O	1%
Cc1nc2cnc(N3CCNCC3)nc2n(C)c1=O	0%
CCN1CCN(C(=O)Cc2ccccc2OC)CC1	3%
C=CCN1CC[C@]23c4c5ccc(O)c4O[C@H]2/C(=N/NC(=O)c2ccccc2)CC[C@@]3(O)[C@H]1C5	18%&-1%
CC1(C)N2CC3([N+](=O)[O-])CN1CC([N+](=O)[O-])(C2)C3	-14%[57.5 µM]
CC1CCC2C(C)C(=O)OC3OC4(C)CCC1C32OO4 (stereo unspecified)	-1%
COc1ccc(N/N=C/c2c(O)n(-c3cccc(C)c3)c(=O)[nH]c2=O)cc1	-7%
CN1[C@@H]2CC[C@H]1CC(O)C2 (stereo partly specified)	0%[25.7 µM]
C=C(C)C1Cc2c(ccc3c(=O)c4c(oc23)COc2cc(OC)c(OC)cc2-4)O1 (stereo unspecified)	-8%&22%
CN1CCc2cc3c(cc2C1C1OC(=O)c2c1ccc1c2OCO1)OCO3 (stereo unspecified)	-8%
Cn1c(O)c(C(=Nc2ccccc2)SCc2ccccc2Cl)c(=O)n(C)c1=O	-5%[57.5 µM]
CCCCCCCCCc1ccc(O)cc1	33%
